Bioassay records deposited in PubChem by National Center for Advancing Translational Sciences (NCATS).
uPA surface inh – cell surface uPA generation inhibition; cell surface uPA generation assay, qHTS; Potency, µM (doses to about 38.3 µM), inactives show at the top dose activity change, negative = inhibition, usual class: inhibitors; 0.31% of 330,000 active; active means well fitted inhibition curve with a large enough effect; inconclusive means small, poorly fitted or top-dose-only effect; inactive means no such curve, though single readings can be large or run the other way; tested in mouse RAW 264.7 cells; further: potency means the concentration at half of the fitted maximal effect; nearly all actives have a fitted effect of over 55% in size
Giardia kill – Giardia lamblia killing. activity change, % at 7.66 µM, hits read low. 0.15% of 340,000 active. AID 540267. Giardia lamblia trophozoite viability; in the data active means activity change below about -80%; inconclusive means between about -30% and that limit;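 further: parasites exposed to compound for two days anaerobically before the ATP read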
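ATP-content bioluminescence gauges trophozoite survival. Cells (100/well) receive compound and incubate anaerobically for 48 hrs at 37 deg C; detection reagent follows for 15-30 min at room temperature.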
KCNH2 3.1 block – inhibitors of human KCNH2 3.1 potassium channel isoform | U2OS KCNH2 3.1, thallium flux FluxOr; hits give low values | activity change, % (tested at about 1.8 µM) | 0.95% of 340,000 active | AID 720553;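 active means maximum activity change below -70%; inconclusive means maximum activity change from -70% to -50%; inactive means maximum activity change above -50%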;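 further: thallium influx rate constant from kinetic fluorescence after stimulation buffer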
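U2OS cells transduced with KCNH2 3.1 mutant virus (1.77 x 10^8 /mL, 4 h), plated overnight at 37 C, loaded 45 min with FluxOr dye plus Red40 quencher. Thallium flux rate constant from kinetic reads after stimulation buffer, normalised to controls.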
Numbers without * were called inactive; ? = inconclusive. On the % scale 0 is the no-effect control and ±100 the full control effect. A portion of the library; the hit share may differ from the screen's.

SMILES	uPA surface inh	Giardia kill	KCNH2 3.1 block
CC(Nc1ccc([N+](=O)[O-])cc1[N+](=O)[O-])c1ccccc1 (centres undefined)	7%	-19	-8
O=c1[nH]nc(-c2ccccc2)cc1-c1ccccc1	-17%	3	3
N#C[C@H]1C(O)C(O)c2ccccc2N1C(=O)c1ccccc1 (some centres undefined)	8%	3	4
O=C(COC(=O)c1c2c(nc3ccccc13)/C(=C\c1ccco1)CC2)NC1CCCC1	?	0	1
O=C1C=C(C2CCCCC2)C(=O)c2ccccc21	-8%	-7	12
COc1cccc(C(=O)Nc2cc(S(=O)(=O)N3CCOCC3)ccc2N2CCOCC2)c1	-8%	18	4
COC(=O)c1cc2c(ccc3ccccc32)oc1=O	7%	-5	-1
O=C(Nc1ccccc1)Nc1ccc(O)c2ccccc12	-21%	17	-25
CN(CC1COc2ccccc2O1)C(=S)Nc1ccccc1 (centres undefined)	1%	-8	17
O=C1c2ccccc2CCc2ccccc21	-4%	9	0
COc1ccccc1N1CCN(CCCN2C(=O)C3CCCN3C2=O)CC1 (centres undefined)	19%	?	-4
CC1CC(C(=O)Nc2ccccc2)C(=O)O1 (centres undefined)	2%	-8	2
O=C(Nc1csc(Cl)c1)c1ccccc1	-3%	10	-23
CCCCSc1n[nH]c(=S)c2nc[nH]c12	4%	22	-7
COC(=O)c1sc(NC(=O)c2ccc3c(c2)OCO3)c(C#N)c1C	2%	-7	0
CC(=O)Nc1c(Cl)cnn(-c2ccccc2)c1=O	?	-27	14
COC(=O)C(NC(=O)C(NC(=O)C1CCC(C)CC1)C(C)C)C(C)C (centres undefined)	3%	0	2
CCCC1SCC(C)(C)NC1=O (centres undefined)	0%	-5	-3
S=C(CN1CCCC1=S)N1CCOCC1	1%	12	-13
Cn1ncc2c(N)nc(NCCO)nc21	1%	-8	4
COc1ccc(S(=O)(=O)N(C)C[C@H]2Oc3c(NC(=O)Nc4ccccc4)cccc3C(=O)N([C@H](C)CO)C[C@@H]2C)cc1	22%	-1	17
COc1cccc(C=CC(=O)C=CC=Cc2ccccc2)c1	-7%	-14	-4
O=S(=O)(Oc1ccccc1)c1ccc(Cl)c(Cl)c1	5%	6	2
O=c1[nH]c(=S)n(-c2ccc(Br)cc2)c2ncccc12	0%	-9	2
CCN1C[C@@H]2[C@@H]3C(=O)N(C)C(=O)[C@@H]3[C@](CC)(C1=O)N2C(=O)c1ccc(C)cc1	-9%	-18	19
SMILES	uPA surface inh	Giardia kill	KCNH2 3.1 block
COc1cc2c(cc1OC)C(C(N)=O)NCC2 (centres undefined)	3%	14	-1
CC1Cc2ccccc2N1C(=O)c1ccc2c(c1)OCO2 (centres undefined)	-2%	-12	3
Nc1cc2cccnc2cc1Cl	2%	-7	-31
CCCCNc1nc(Cl)nc(Nc2ccc(C)cc2)n1	-3%	16	11
OCC1(CO)CC2(C1)CC(CO)(CO)C2	-2%	-6	5
O=c1cc(-c2ccc(F)cc2)oc2ccccc12	-2%	-5	4
CC[C@H](C)[C@H]1CNC(=O)C(=O)N1CC1CCN(CCc2ccc(Cl)c(Cl)c2)CC1	-1%	-12	-4
Nc1nc(=S)c2ncn(C3CCCCC3)c2[nH]1	3%	-11	17
CC(=O)OC1(C(C)=O)CCC2C3CC4OC45CC(O)CCC5(C)C3CCC21C (centres undefined)	-1%	3	-2
NC(=S)NN=C1CCSCC1	-1%	-9	16
CN(C)c1ccc(NC(=O)c2cc3c(=O)n4ccccc4nc3n2C)cc1	5%	-6	15
O=C(O)c1cc(N2C(=O)C=CC2=O)cc(N2C(=O)C=CC2=O)c1	4%	13	-13
c1ccc(-n2nnc(-c3nccs3)n2)cc1	?	-11	0
Cn1c(=O)c2[nH]c(C3CCC3)nc2n(C)c1=O	4%	-5	-6
CC12CCC(=O)C=C1CCC1C2CCC2(C)C(C(=O)CO)CC(O)C12 (centres undefined)	1%	-12	-3
O=C(OC1CCCC1)c1ccc(Cl)cc1Cl	1%	4	12
O=Nc1c(O)ccc2cc(S(=O)(=O)O)ccc12	1%	10	-16
Cc1ccc(-c2nc3ncccc3o2)cc1NC(=O)c1ccco1	-2%	-13	6
COc1ccc2c(c1)CCCC2=O	-3%	11	1
O=C(O)C1CC(C(=O)O)SS1 (centres undefined)	2%	-7	7
CC(O)(c1ccccc1)c1ccc2ccccc2n1 (centres undefined)	5%	-8	-2
CCCN(C(=O)COC(=O)CNS(=O)(=O)c1ccc(NC(C)=O)cc1)C1CCS(=O)(=O)C1 (centres undefined)	13%	0	17
CC(=O)C1N=NCC1c1ccccc1 (centres undefined)	4%	6	26
CC(C)(C)S(=O)(=O)N1C[C@@H]2C(=CC[C@H]3C(=O)N(c4ccccc4)C(=O)[C@@H]23)[C@@H]1CCO	2%	2	6
CN(C)c1ncnc2c1ccn2C1OC(CO)C(O)C1O (centres undefined)	-10%	10	-4

Looked up by structure from the entries so far, two records:
SMILES	uPA surface inh	Giardia kill	KCNH2 3.1 block
CC(O)(c1ccccc1)c1ccc2ccccc2n1 (centres undefined)	5%	-8	-2
O=c1cc(-c2ccc(F)cc2)oc2ccccc12	-2%	-5	4

New compounds follow.
SMILES	uPA surface inh	Giardia kill	KCNH2 3.1 block
COC(=O)C1=C(C(=O)OC)C(C(=O)OC)C(C(=O)OC)C(C(=O)OC)(C(=O)OC)C(C(=O)OC)=C1C(=O)OC (centres undefined)	-11%	-6	14
Cc1ccc(NC(=O)c2ccco2)nc1	-7%	-14	0
COc1ccc(C(C#N)=Cc2ccc(NC(C)=O)cc2)cc1	-1%	20	-18
O=C1CCCCC1(O)Cc1ccc2c(c1)OCO2 (centres undefined)	2%	-5	2
COc1cccc(-c2cc(C(=O)Nc3ccc(N(C)C(C)=O)cc3)c3cc(Br)ccc3n2)c1	?	-14	0
O=C(/C=C/c1ccc(F)cc1)N1CCN(Cc2ccccc2)CC1	5%	-3	28
Cc1cc(C)c2c(n1)nn1c(C3CC3)cc(C(F)(F)F)nc21	-2%	-7	2
[N-]=[N+]=CC(=O)C(O)(c1ccccc1)C(Cl)c1ccccc1 (centres undefined)	-20%	4	3
C#CCOCCOCCOCCNc1nc(N2CCN(C(=O)[C@H](C(C)C)n3cc(CCO)nn3)CC2)nc(N2CCN(C(=O)[C@H](C)n3cc(CCCN=C(N)N)nn3)CC2)n1	10%	0	-1

Quoted from the listing:
COc1cc2c(cc1OC)C(C(N)=O)NCC2 (centres undefined) in uPA surface inh → 3%
CC(Nc1ccc([N+](=O)[O-])cc1[N+](=O)[O-])c1ccccc1 (centres undefined) in uPA surface inh → 7%
O=C(Nc1csc(Cl)c1)c1ccccc1 in uPA surface inh → -3%

Part of the list above, with values under each structure:
Sequence of screens – uPA surface inh | Giardia kill | KCNH2 3.1 block
- Nc1nc(=S)c2ncn(C3CCCCC3)c2[nH]1
 : 3% | -11 | 17
- CC(=O)OC1(C(C)=O)CCC2C3CC4OC45CC(O)CCC5(C)C3CCC21C (centres undefined)
 : -1% | 3 | -2
- NC(=S)NN=C1CCSCC1
 : -1% | -9 | 16
- CN(C)c1ccc(NC(=O)c2cc3c(=O)n4ccccc4nc3n2C)cc1
 : 5% | -6 | 15
- O=C(O)c1cc(N2C(=O)C=CC2=O)cc(N2C(=O)C=CC2=O)c1
 : 4% | 13 | -13
- c1ccc(-n2nnc(-c3nccs3)n2)cc1
 : ? | -11 | 0
- Cn1c(=O)c2[nH]c(C3CCC3)nc2n(C)c1=O
 : 4% | -5 | -6
- CC12CCC(=O)C=C1CCC1C2CCC2(C)C(C(=O)CO)CC(O)C12 (centres undefined)
 : 1% | -12 | -3
- O=C(OC1CCCC1)c1ccc(Cl)cc1Cl
 : 1% | 4 | 12
- O=Nc1c(O)ccc2cc(S(=O)(=O)O)ccc12
 : 1% | 10 | -16
- Cc1ccc(-c2nc3ncccc3o2)cc1NC(=O)c1ccco1
 : -2% | -13 | 6
- COc1ccc2c(c1)CCCC2=O
 : -3% | 11 | 1
- O=C(O)C1CC(C(=O)O)SS1 (centres undefined)
 : 2% | -7 | 7
- CC(O)(c1ccccc1)c1ccc2ccccc2n1 (centres undefined)
 : 5% | -8 | -2
- CCCN(C(=O)COC(=O)CNS(=O)(=O)c1ccc(NC(C)=O)cc1)C1CCS(=O)(=O)C1 (centres undefined)
 : 13% | 0 | 17
- CC(=O)C1N=NCC1c1ccccc1 (centres undefined)
 : 4% | 6 | 26
- CC(C)(C)S(=O)(=O)N1C[C@@H]2C(=CC[C@H]3C(=O)N(c4ccccc4)C(=O)[C@@H]23)[C@@H]1CCO
 : 2% | 2 | 6
- CN(C)c1ncnc2c1ccn2C1OC(CO)C(O)C1O (centres undefined)
 : -10% | 10 | -4
- COC(=O)C1=C(C(=O)OC)C(C(=O)OC)C(C(=O)OC)C(C(=O)OC)(C(=O)OC)C(C(=O)OC)=C1C(=O)OC (centres undefined)
 : -11% | -6 | 14
- Cc1ccc(NC(=O)c2ccco2)nc1
 : -7% | -14 | 0
- COc1ccc(C(C#N)=Cc2ccc(NC(C)=O)cc2)cc1
 : -1% | 20 | -18
- O=C1CCCCC1(O)Cc1ccc2c(c1)OCO2 (centres undefined)
 : 2% | -5 | 2
- COc1cccc(-c2cc(C(=O)Nc3ccc(N(C)C(C)=O)cc3)c3cc(Br)ccc3n2)c1
 : ? | -14 | 0
- O=C(/C=C/c1ccc(F)cc1)N1CCN(Cc2ccccc2)CC1
 : 5% | -3 | 28
